Screening data: PubChem, several laboratories
MT1-MMP txn act: MT1-MMP promoter reporter activation – cell-based, luciferase luminescence, primary screen; AID 750, 2007; activation factor at 10 µM; HT1080 MT1-MMP promoter luciferase reporter, overnight; active compounds read high; hit rate 0.16% among 86,000;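 active = activation factor of at least 2 for MT1-MMP transcription at 10 µM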
PLK1 kinase inh: human PLK1 kinase inhibitors, primary screen, biochemical, TR-FRET | recombinant PLK1 kinase, TR-FRET peptide phosphorylation | AID 619, 2007 | hit rate 0.53% among 97,000 | inhibition, % at 10 µM;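 active = inhibition of 50% or more in the single-concentration screen; inactive = inhibition below 50%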;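 note: 0% = DMSO max control and 100% = H-89 dihydrochloride min control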
FAK inh: FAK kinase inhibitors, primary screen, biochemical | Focal adhesion kinase 1 (Homo sapiens), Q05397 | biochemical FAK kinase activity assay | inhibition, %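 (tested at 7 µM)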 | hit rate 0.84% among 97,000 | AID 727, 2007; in the data active = inhibition above about 19%;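 note: 0% = DMSO and 100% = reference compound high control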
S1P2 blocker: human S1P2 receptor antagonists, primary screen, cell-based; inhibition, % at 5 µM; hit rate 0.21% among 97,000; cell-based S1P2 antagonist assay, inhibition at 5 uM; in the data active = inhibition above about 45%;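 note: CRE beta-lactamase reporter cells expressing human S1P2 stimulated with S1P; 0% = agonist at EC80 alone and 100% = agonist plus reference antagonist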
PLK1 PBD inh: Plk1 polo box domain binding inhibitors, primary screen, biochemical, fluorescence polarization; Serine/threonine-protein kinase PLK1 (Homo sapiens), P53350; Plk1 PBD phosphopeptide binding; inhibition, %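 (tested at about 20 µM)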; hit rate 0.13% among 97,000; in the data active = inhibition above about 34%, passing the limit was not always enough
PLAP activator: PLAP enzyme activators, biochemical, luminescence, HTS; purified PLAP enzyme, luminescent substrate read-out; active compounds read high; activation fold at 20 µM; Alkaline phosphatase, placental type (Homo sapiens), P05187; hit rate 1.2% among 96,000; in the data active = activation fold above about 2
S1P2 ag: S1P2 receptor agonists, primary screen, cell-based. Sphingosine 1-phosphate receptor 2 (Homo sapiens), O95136. S1P2-expressing cell line, agonist reporter read-out. activation, % at 4.5 µM. hit rate 0.46% among 97,000; in the data active = activation above about 16%;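 note: 0% = vehicle low control and 100% = maximal reference agonist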
HIV Rev-RRE inh: HIV-1 Rev-RRE binding inhibitors, primary screen, biochemical, FRET, protein-RNA interaction; P05866; Rev peptide-RRE RNA binding; inhibition, % at 8 µM; hit rate 0.79% among 97,000;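 active = inhibition above the screen-wide mean plus 3 SD, cut at about 35% in these data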;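 note: 0% = median DMSO wells and 100% = median Neomycin B control wells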
Target sequence (P05866 whole entry, looked up): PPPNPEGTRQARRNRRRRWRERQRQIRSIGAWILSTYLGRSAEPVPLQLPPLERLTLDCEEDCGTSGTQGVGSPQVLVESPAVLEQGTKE
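Test system: Cy5-tagged RRE RNA duplex with fluorescein-tagged Rev peptide; Probe or stimulus: labelled Rev peptide; Schedule: 5 min preincubation and 15 min binding, 25 °C; Signal: FRET fluorescence readout; Evaluation: % inhibition from 671/540 nm acceptor-to-donor ratio, scaled between controls; Control set: DMSO and neomycin B.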
EphB4 antag: EphB4-ephrin-B2 interaction antagonists, primary screen, biochemical, TNYL-RAW peptide probe, fluorescence polarization. EphB4 LBD / TNYL-RAW-Alexa532 peptide. inhibition, % at 7 µM. hit rate 0.15% among 97,000. AID 720, 2007;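 active = inhibition above the screen-wide mean inhibition plus 3 SD, cut at about 15% in these data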;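 note: 0% = DMSO wells and 100% = excess unlabeled TNYL-RAW peptide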
Target sequence (P54760 whole entry, looked up, the tested form may be a part): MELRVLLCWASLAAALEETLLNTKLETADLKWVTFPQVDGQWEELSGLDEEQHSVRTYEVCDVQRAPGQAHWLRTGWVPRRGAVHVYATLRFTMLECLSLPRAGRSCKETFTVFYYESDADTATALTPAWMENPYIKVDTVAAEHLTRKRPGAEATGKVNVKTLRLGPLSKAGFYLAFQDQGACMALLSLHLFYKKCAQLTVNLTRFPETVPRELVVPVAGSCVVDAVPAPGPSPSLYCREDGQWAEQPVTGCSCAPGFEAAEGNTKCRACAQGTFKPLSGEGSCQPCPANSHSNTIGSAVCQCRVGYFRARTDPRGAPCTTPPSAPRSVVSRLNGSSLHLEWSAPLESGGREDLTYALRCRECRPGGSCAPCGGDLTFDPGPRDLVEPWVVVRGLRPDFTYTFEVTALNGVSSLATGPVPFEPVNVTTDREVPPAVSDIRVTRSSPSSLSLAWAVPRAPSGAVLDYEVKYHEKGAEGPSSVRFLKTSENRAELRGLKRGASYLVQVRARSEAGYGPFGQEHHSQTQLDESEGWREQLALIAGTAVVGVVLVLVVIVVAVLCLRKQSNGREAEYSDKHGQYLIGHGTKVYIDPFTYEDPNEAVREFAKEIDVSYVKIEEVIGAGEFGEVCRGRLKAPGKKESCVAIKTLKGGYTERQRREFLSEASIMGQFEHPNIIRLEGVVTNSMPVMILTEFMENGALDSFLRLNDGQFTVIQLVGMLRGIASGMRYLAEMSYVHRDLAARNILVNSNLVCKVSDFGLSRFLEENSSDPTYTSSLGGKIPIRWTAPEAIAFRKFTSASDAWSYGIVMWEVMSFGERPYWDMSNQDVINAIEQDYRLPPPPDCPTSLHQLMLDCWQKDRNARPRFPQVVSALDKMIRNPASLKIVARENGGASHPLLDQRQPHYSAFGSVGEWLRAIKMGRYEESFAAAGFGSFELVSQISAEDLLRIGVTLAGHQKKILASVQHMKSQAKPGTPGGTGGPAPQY
* marks the source's active call; other numbers are inactive results; / = no result given.

SMILES | MT1-MMP txn act | PLK1 kinase inh | FAK inh | S1P2 blocker | PLK1 PBD inh | PLAP activator | S1P2 ag | HIV Rev-RRE inh | EphB4 antag
CC(C)NS(=O)(=O)c1cccc2nsnc12 | 1.1 | -12 | 0 | 5 | 6 | 1.2 | -7 | 1 | -4
Cc1cccc(NC(=O)CSc2nc(C)nc3c2c(=O)n(C)c(=O)n3C)c1 | 1.2 | 21 | -9 | 8 | -11 | 0.8 | -1 | 2 | 0
Cc1cc(C)nc(/N=C2\NC(=O)CC(C(=O)O)N2c2ccc(Oc3ccccc3)cc2)n1 (stereo unspecified) | 1.1 | -14 | -1 | -16 | -12 | 1.3 | -4 | 1 | 1
COCCCN1C(=O)C(=O)/C(=C(/O)c2ccc(OCC(C)C)cc2)C1c1cccnc1 (stereo unspecified) | 1 | -1 | -3 | -7 | 8 | 1.2 | -3 | -1 | -6
O=C(NCC(c1cccnc1)N1CCOCC1)c1cccc(Cl)c1 (stereo unspecified) | 1.1 | 5 | 1 | 13 | 0 | 1 | -5 | 9 | 12
CCOC(=O)c1ccccc1NC(=O)c1ccccc1N(C)S(C)(=O)=O | 0.9 | 6 | -7 | 3 | -1 | 0.9 | -6 | -1 | 1
CN1CCC(N2CCCC(C(=O)O)C2)CC1 (stereo unspecified) | 1.3 | -6 | -1 | -15 | 0 | 0.9 | -4 | 3 | -4
CC(C)COc1ccc(C(=O)N(Cc2ccco2)C2CCS(=O)(=O)C2)cc1 (stereo unspecified) | 1 | -7 | 0 | 5 | -23 | 1.7 | -2 | -1 | 4
Cc1noc(C)c1CSc1nnc(-c2ccccc2)n1N | / | -6 | -2 | -7 | 14 | 0.9 | -6 | 8 | -3
Nc1nc(NC(=O)c2cccnc2)nn1-c1ccccc1 | 1.1 | -6 | 3 | 0 | 1 | 0.9 | -9 | 3 | -11
Cn1c2ccc(F)cc2c2ncn(Cc3ccco3)c(=O)c21 | 1 | -1 | 7 | -24 | 3 | 0.9 | 13 | 4 | 2
Nc1c(C2=NCCO2)nnn1Cc1ccccc1 | 1.1 | -5 | 3 | -14 | -5 | 1.1 | -13 | 4 | 5
CCOC(=O)N1CCC(NC(=O)Cn2cc3c(n2)CCC(C)C3)CC1 (stereo unspecified) | 1 | -11 | 1 | -14 | 7 | / | -1 | -2 | 0
Cc1ccc(-n2c(C)cc(C(=O)COC(=O)C3=NNC(=O)CC3)c2C)cc1 | / | -8 | -1 | 0 | -18 | 1 | -7 | 0 | -2
O=C(CNc1ccc(Oc2ccccc2)cc1)N1CCOCC1 | 1.1 | -7 | 0 | 1 | 1 | 1.1 | -6 | 2 | -6
COc1cccc(NC2c3ccccc3C(=O)N2Cc2ccco2)c1 (stereo unspecified) | 1.1 | 1 | 6 | 4 | -10 | 1 | -6 | 4 | 4
Cc1occc1C(=O)Nc1sc2c(c1C(N)=O)CCCCC2 | 1.4 | 3 | 2 | -5 | -3 | 0.9 | -6 | 8 | 6
COC(=O)c1ccc2c(=O)n(CCO)c(=S)[nH]c2c1 | 1.1 | -8 | 2 | -1 | 16 | 0.9 | 1 | 11 | -7
COc1cccc(OC)c1C(=O)Nc1cc(C)on1 | 1 | -12 | -4 | 8 | 24 | 1 | -2 | 6 | 0
O=C(COc1ccccc1O)Nc1ccc(Cl)cc1 | 1.2 | -9 | 8 | 15 | -5 | 1.1 | -4 | 0 | 0

3 compounds out of the list above, sorted by the value under PLK1 kinase inh, rising:
SMILES | MT1-MMP txn act | PLK1 kinase inh | FAK inh | S1P2 blocker | PLK1 PBD inh | PLAP activator | S1P2 ag | HIV Rev-RRE inh | EphB4 antag
Cc1ccc(-n2c(C)cc(C(=O)COC(=O)C3=NNC(=O)CC3)c2C)cc1 | / | -8 | -1 | 0 | -18 | 1 | -7 | 0 | -2
CC(C)COc1ccc(C(=O)N(Cc2ccco2)C2CCS(=O)(=O)C2)cc1 (stereo unspecified) | 1 | -7 | 0 | 5 | -23 | 1.7 | -2 | -1 | 4
Cc1noc(C)c1CSc1nnc(-c2ccccc2)n1N | / | -6 | -2 | -7 | 14 | 0.9 | -6 | 8 | -3

More results follow:
SMILES | MT1-MMP txn act | PLK1 kinase inh | FAK inh | S1P2 blocker | PLK1 PBD inh | PLAP activator | S1P2 ag | HIV Rev-RRE inh | EphB4 antag
CCOCCc1nnc(NC(=O)c2cc(OC)c(OC)c(OC)c2)s1 | 1 | -9 | 1 | -5 | -26 | 1.4 | -3 | 4 | 2
CCOC(=O)c1cc(C#N)c(SCc2cccc3ccccc23)nc1C | / | -2 | -1 | 7 | 0 | 1 | -1 | 19 | -2
Cn1c(CSc2nc3ccccc3n2C)nc2ccccc21 | 1 | -7 | -1 | 8 | -2 | 1 | -3 | 7 | 9
NS(=O)(=O)c1ccc(NC(=O)C2CCCO2)cc1 (stereo unspecified) | 1.2 | -33 | -1 | 7 | -20 | 1.2 | -2 | 10 | 3
O=C(CCN1CCc2ccccc2C(c2ccccc2)C1)c1ccc2c(c1)OCCO2 (stereo unspecified) | 1.2 | -2 | -3 | 44 | 6 | 1.8 | -7 | 6 | -8
c1nc(N2CCC3(CC2)OCCO3)c2c3c(sc2n1)CCCC3 | 1 | -15 | 2 | 8 | -5 | 1.3 | -9 | 4 | -4
Cn1cccc1/C=N/n1c(-c2ccc(Cl)cc2Cl)n[nH]c1=S | / | -8 | 1 | 7 | -7 | 1.2 | 1 | -4 | 4
Brc1ccc2ncnc(Nc3cccc4ccccc34)c2c1 | / | 0 | 6 | 1 | 5 | 1 | -1 | 3 | -4
CC1CCCN(C2=NC(=O)/C(=C/c3cn(-c4ccccc4)nc3-c3cccc(S(=O)(=O)N(C)C)c3)S2)C1 (stereo unspecified) | / | -8 | 2 | 5 | 6 | 1.1 | -4 | 3 | -2
CCc1nc(SCC(=O)c2ccc(C)c(C)c2)n[nH]1 | 1.2 | -14 | -2 | -1 | -10 | / | 3 | 2 | -1
CNC(=O)C1CCN(C(=O)c2ccc(-c3ccccc3)cc2)CC1 | / | 3 | -4 | -3 | 2 | 1.1 | -2 | 6 | -1
O=C(Cc1nc(-c2ccc(Br)s2)cs1)NCCN1CCOCC1 | 1.3 | -5 | -5 | 6 | 4 | 1 | -3 | 0 | -1
O=C(COC(=O)C1CC(=O)N(c2nc(-c3ccccc3)cs2)C1)c1ccccc1 (stereo unspecified) | / | -16 | -1 | -3 | 1 | 1 | -4 | 6 | -3
CCC(C)NS(=O)(=O)c1ccc(NC(C)=O)cc1 (stereo unspecified) | 1.1 | -18 | -1 | -29 | 2 | / | -1 | -1 | -4
C/C(=N\NC(=O)c1ccc(Cl)cc1)c1cccc(NC(=O)C(C)C)c1 | / | -10 | -6 | -16 | 22 | 0.9 | -6 | -1 | -6
C=CCn1c(SCCOc2ccc(OC)cc2)nnc1C(CO)NC(=O)c1ccc(OC)cc1 (stereo unspecified) | 0.9 | -12 | 0 | 5 | -6 | 1.1 | -6 | 5 | -1
Cc1occc1C(=O)Nc1ccccc1NC(=O)c1ccoc1C | 1.2 | -4 | 0 | -9 | -12 | / | -4 | 0 | 1
O=C1CC(c2ccccc2)N1c1ccccc1 (stereo unspecified) | / | -1 | -3 | 12 | -28 | 0.9 | -6 | 2 | -1
CCOC(=O)Cc1nnc(NC(=O)c2ccccc2OC)s1 | 1 | -12 | 5 | -2 | 1 | 1.3 | -5 | 1 | -1
CCN(CC)CCCCOc1ccccc1OC | 1 | -8 | -1 | 6 | -3 | 1.2 | -5 | 1 | -15
Brc1ccc(CSc2nnc(-c3cnccn3)n2Cc2ccco2)cc1 | 0.9 | -11 | -4 | -7 | -8 | 1.3 | -9 | 5 | -3
CCOC(=O)C1CCCN(C(=O)c2ccccc2NC(C)=O)C1 (stereo unspecified) | 1.1 | 4 | -8 | 20 | 25 | 1.1 | -6 | 5 | -3
CCOC(=O)C1=C(C)NC(C)=C(C(=O)OCC)C1c1sccc1C | / | -14 | 12 | 10 | -6 | 1.1 | 1 | 2 | -2
COc1cc(/C=C(/C#N)c2ccc(C)cc2)ccc1Oc1ccc([N+](=O)[O-])cn1 | / | -5 | -2 | 12 | -7 | 0.8 | -1 | 9 | -3
Cc1cccc(N(CC(=O)NC2CCCCC2)C(=O)c2ccc(C)s2)c1 | / | -1 | 3 | 2 | -28 | 1 | -6 | 11 | 2
CC(C)(C)C(=O)OCc1cn(-c2ccc(Cl)cc2)nn1 | / | -11 | -2 | -1 | 35 | 0.9 | -3 | 2 | -3
CCC(C)NC(=O)NC(=O)N(C1CCCCC1)S(C)(=O)=O (stereo unspecified) | 1.2 | -8 | -5 | 23 | 3 | 0.9 | -7 | 7 | 3
Cc1cccc(C(=O)Nc2ccccc2SCC2CSc3nc4ccccc4c(=O)n32)c1 (stereo unspecified) | / | -4 | 9 | 5 | -7 | 1.1 | -7 | 7 | 1
CCCC(=O)Nc1ccc(C(=O)Nc2cc(C(F)(F)F)ccc2Cl)cc1 | / | -8 | 0 | -1 | 8 | 1.1 | -2 | 21 | 5
Cc1nn(Cc2ccccc2)c(C)c1CCC(=O)O | 1.2 | -3 | -1 | -6 | -7 | 1.1 | -3 | 7 | -1
O=C(CSc1nnnn1-c1cccc2c1CCCC2)N1CCOCC1 | 1.1 | -15 | 2 | 8 | 4 | 1.2 | -13 | 4 | -1
CC(=O)Nc1cccc(NC(=O)CSc2nc(C)c(C)c(C)c2C#N)c1 | 0.8 | -7 | -2 | -27 | 29 | 1.1 | 6 | -3 | 1
Cc1csc(NC(=O)CSc2nsc(SCC(=O)Nc3nc(C)cs3)c2C#N)n1 | 1.6 | -2 | 2 | 7 | -9 | 1.1 | -3 | 2 | -10

Of the compounds above, 4 have a cyano group:
SMILES | MT1-MMP txn act | PLK1 kinase inh | FAK inh | S1P2 blocker | PLK1 PBD inh | PLAP activator | S1P2 ag | HIV Rev-RRE inh | EphB4 antag
CCOC(=O)c1cc(C#N)c(SCc2cccc3ccccc23)nc1C | / | -2 | -1 | 7 | 0 | 1 | -1 | 19 | -2
COc1cc(/C=C(/C#N)c2ccc(C)cc2)ccc1Oc1ccc([N+](=O)[O-])cn1 | / | -5 | -2 | 12 | -7 | 0.8 | -1 | 9 | -3
CC(=O)Nc1cccc(NC(=O)CSc2nc(C)c(C)c(C)c2C#N)c1 | 0.8 | -7 | -2 | -27 | 29 | 1.1 | 6 | -3 | 1
Cc1csc(NC(=O)CSc2nsc(SCC(=O)Nc3nc(C)cs3)c2C#N)n1 | 1.6 | -2 | 2 | 7 | -9 | 1.1 | -3 | 2 | -10

Structures from the list above with an NH in an aromatic ring (3):
SMILES | MT1-MMP txn act | PLK1 kinase inh | FAK inh | S1P2 blocker | PLK1 PBD inh | PLAP activator | S1P2 ag | HIV Rev-RRE inh | EphB4 antag
COC(=O)c1ccc2c(=O)n(CCO)c(=S)[nH]c2c1 | 1.1 | -8 | 2 | -1 | 16 | 0.9 | 1 | 11 | -7
Cn1cccc1/C=N/n1c(-c2ccc(Cl)cc2Cl)n[nH]c1=S | / | -8 | 1 | 7 | -7 | 1.2 | 1 | -4 | 4
CCc1nc(SCC(=O)c2ccc(C)c(C)c2)n[nH]1 | 1.2 | -14 | -2 | -1 | -10 | / | 3 | 2 | -1

This is a random part of the collection, and some 3.9% of all compounds hit somewhere here.
